# DT40 TDP1 no CPT: qHTS for Inhibitors of human tyrosyl-DNA phosphodiesterase 1 (TDP1): qHTS in cells in absence of CPT | DT40 Tdp1-/- hTDP1 cells, no CPT, ATP luminescence, 48 h | Potency, µM (doses to about 46.2 µM), without a hit: at the top dose activity change, negative = growth inhibition, hits mostly inhibitors | 420,000 tested, 15% active | AID 686978, 2013; note: nearly all actives have a fitted effect of over 55% in size
#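 Growth of hTDP1-complemented DT40 Tdp1-knockout cells is measured by ATP luminescence after at least 48 hr compound exposure at 37 °C, with DMSO substituting for the 20 nM CPT used in the parallel screen.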
# TDP1 cell CPT: qHTS for Inhibitors of human tyrosyl-DNA phosphodiesterase 1 (TDP1): qHTS in cells in presence of CPT; chicken DT40 Tdp1-/-;hTDP1 cells + 20 nM CPT, ATP luminescence, 48 h; Potency, µM (titrated, usually from 46.2 µM), for inactives: top-dose activity change, negative = growth inhibition, hits mostly inhibitors; 420,000 tested, 12% active; note: nearly all actives have a fitted effect of over 55% in size
#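 Chicken DT40 Tdp1-/- cells complemented with human TDP1, 400 cells/well, exposed to compounds plus 20 nM camptothecin for at least 48 h at 37 C; viability read as ATP content by CellTiter-Glo luminescence.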
# KAT2A inh: qHTS Assay for Inhibitors of GCN5L2 | Histone acetyltransferase KAT2A (Homo sapiens), Q92830 | GCN5L2 HAT assay, ThioGlo1 CoA-SH fluorescence | Potency, µM (series often up to 58.9 µM), without a hit: top-dose activity change, negative = inhibition, most hits filed as inhibitors | 390,000 tested, 0.21% active | AID 504327, 2011
# Target sequence (Q92830 whole entry, looked up): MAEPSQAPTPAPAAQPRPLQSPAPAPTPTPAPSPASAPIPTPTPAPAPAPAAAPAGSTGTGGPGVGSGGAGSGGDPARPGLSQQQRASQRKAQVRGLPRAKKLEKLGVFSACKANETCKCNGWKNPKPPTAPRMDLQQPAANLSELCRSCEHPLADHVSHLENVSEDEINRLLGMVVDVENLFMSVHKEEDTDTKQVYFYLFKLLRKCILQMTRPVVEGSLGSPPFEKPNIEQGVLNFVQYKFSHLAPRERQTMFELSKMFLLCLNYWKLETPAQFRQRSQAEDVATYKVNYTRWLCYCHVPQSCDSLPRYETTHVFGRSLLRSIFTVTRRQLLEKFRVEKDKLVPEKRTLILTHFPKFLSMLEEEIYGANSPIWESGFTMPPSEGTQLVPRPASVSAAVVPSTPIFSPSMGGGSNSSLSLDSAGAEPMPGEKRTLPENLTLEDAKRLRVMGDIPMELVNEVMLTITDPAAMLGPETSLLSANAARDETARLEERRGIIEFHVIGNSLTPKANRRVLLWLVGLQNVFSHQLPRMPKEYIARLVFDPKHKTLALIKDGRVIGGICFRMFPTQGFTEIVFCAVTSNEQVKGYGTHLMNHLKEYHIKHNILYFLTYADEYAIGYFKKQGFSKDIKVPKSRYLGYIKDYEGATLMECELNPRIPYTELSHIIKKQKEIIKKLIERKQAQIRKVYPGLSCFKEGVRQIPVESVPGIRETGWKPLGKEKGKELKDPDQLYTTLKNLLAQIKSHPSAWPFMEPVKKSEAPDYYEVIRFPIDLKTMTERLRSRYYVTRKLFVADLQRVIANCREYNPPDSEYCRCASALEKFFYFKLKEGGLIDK
#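 GCN5L2 (20nM final) in 50mM HEPES, 0.1mM EDTA pH 7.5, 0.01% Tween-20 was preincubated 15 min at room temperature with compound, then given ThioGlo1 (50uM), H3(1-25) peptide (75uM) and acetyl-CoA (70uM); CoA-thiol fluorescence (Ex340/Em540) was read at 0 and 20 min.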
# Active calls of the source: *; ? = inconclusive; nt = no result given; & = joins results of further samples; [ ] = remark or other dose. Calls come from the whole dose curve; as a rule, active = well fitted curve in the direction sought with a large enough effect; inconclusive = small, poorly fitted or top-dose-only effect, or another doubt; inactive = no such curve, though single readings can be large; an effect the other way counts as inactive or inconclusive. % is set by controls: 0 for no effect and ±100 for the full control effect; potency is the fitted concentration of half-maximal effect. This is a subset; the hit share may differ from the screen's.
# The first 2 entries, to show the layout:
compound | DT40 TDP1 no CPT | TDP1 cell CPT | KAT2A inh
O=C(Nc1ccc(Cl)c([N+](=O)[O-])c1)C(NCCCO)c1ccccc1 (centres undefined) | -13% | 3% | 0%
COc1cn(CC(=O)Nc2cccc(C)c2)c(CN2CCCCC2)cc1=O | -15% | -6% | -12%

# Results, from the start:
compound | DT40 TDP1 no CPT | TDP1 cell CPT | KAT2A inh
O=C(Nc1ccc(Cl)c([N+](=O)[O-])c1)C(NCCCO)c1ccccc1 (centres undefined) | -13% | 3% | 0%
COc1cn(CC(=O)Nc2cccc(C)c2)c(CN2CCCCC2)cc1=O | -15% | -6% | -12%
C=CCOc1ccc(/C(O)=C2\C(=O)C(=O)N(CCCOC)C2c2ccc(O)c(OC)c2)cc1 (centres undefined) | -21% | 1% | -4%
CC(=O)Nc1ccc(S(=O)(=O)Nc2nc3ccccc3nc2N2CCc3ccccc3C2)cc1 | 10% | 11% | -6%
COc1ccc(-c2cn3nc(N4CCC(C(=O)Nc5cccc(Cl)c5)CC4)sc3n2)cc1 | ? | -28% | -9%
O=C(CC[C@H]1O[C@@H](n2ccc(=O)[nH]c2=O)[C@H](O)[C@@H]1O)N1CCN(Cc2cccc3ccccc23)CC1 | -20% | -12% | nt
CN(c1ncnc2onc(-c3cccc(Cl)c3)c12)C1CCCCC1 | 23µM* | ? | -3%
CCOC(=O)Cn1c(C2CC(=O)N(c3ccc(C)cc3)C2)nc2ccccc21 (centres undefined) | -25% | -4% | -4%
Cc1noc(C)c1C(=O)N1CCC2(CCN(Cc3nccs3)CC2)CC1 | -9% | 2% | -8%
CC(O)(c1ccccc1)c1nc(-c2ccncc2)cs1 (centres undefined) | ? | 4.1µM* | nt
CCOC(=O)N1CCN(C(=O)c2nn(-c3ccc(C)cc3)c(=O)c3c2c2ccccc2n3C)CC1 | 18µM* | ? | 1%
Cc1ccccc1CN1CCN(C(=O)c2cccc3ccccc23)CC1 | ? | ? | -2%
CCC(=O)N1CCC1(C)C(=O)Nc1cnc2ccccc2c1 (centres undefined) | -19% | -9% | nt
CCCS(=O)(=O)N1CCCC(C(=O)NCCN2CCCCC2C)C1 (centres undefined) | 9% | 10% | -1%
CCOc1ccc(CCNC(=O)COC(=O)c2cccc(S(=O)(=O)N3CCCC3)c2)cc1OCC | -5% | -8% | -3%
Cc1cccc(N2CCN(S(=O)(=O)c3ccc4c(c3)CCCN4C(=O)C3CCC3)CC2C)c1 (centres undefined) | ? | ? | -10%&-8%
COc1ccccc1N1C(=NC(=O)COc2ccccc2)SC2CS(=O)(=O)CC21 (centres undefined) | -1% | 1% | -14%
CC1CC(NC(=O)c2cnc3n(c2=O)CCS3)CC(C)(C)C1 (centres undefined) | ? | ? | -2%
CC(NC(=O)Cc1ccc(F)cc1)c1ccc(F)cc1 (centres undefined) | -28% | -21% | 0%
Cc1nc(N2CCOCC2)c2c(C(=O)N(C)Cc3ccccc3)c(C)oc2n1 | -5% | -3% | 24%
Cc1ccc(S(=O)(=O)N(C)C[C@H]2OCc3cn(nn3)CCCC(=O)N([C@@H](C)CO)C[C@@H]2C)cc1 | ? | -10% | nt
Cc1ccc(NC(=O)CN2CCN(Cc3ccccc3)CC2)cc1 | -4% | -10% | -16%
COC(=O)c1ccccc1NC(=O)CCc1c(C)nc2c(c(C)nn2-c2ccccc2)c1C | -8% | 2% | 0%
COc1ccc(OCCSc2n[nH]c(N)n2)cc1 | -29% | -13% | 1%
NC(=O)c1cccc(-c2ccnc3c2CC(C(=O)NCC2CC2)O3)c1 (centres undefined) | 2% | 1% | nt
NS(=O)(=O)c1cccnc1Nc1cccc(C(F)(F)F)c1 | -28% | -21% | nt
Cn1c(=O)c2c(nc(SCC(=O)Nc3ccc(F)cc3)n2Cc2ccccc2)n(C)c1=O | 4.6µM* | 4.6µM* | -1%
O=C(COc1ccc2ccccc2c1)N1CCN(c2ccccc2)CC1 | -16% | 2% | -4%
COc1cc(OC)cc(C(=O)Nc2nc(CC(=O)NC(C)c3ccccc3)cs2)c1 (centres undefined) | -26% | ? | 0%
O=c1[nH][nH]c2c1[C@H](c1ccc(Cl)cc1)O[C@H](CCc1ccccc1)C2 | ? | ? | nt

# A different layout for part of the listing above:
Cn1c(=O)c2c(nc(SCC(=O)Nc3ccc(F)cc3)n2Cc2ccccc2)n(C)c1=O
- DT40 TDP1 no CPT = 4.6µM*
- TDP1 cell CPT = 4.6µM*
- KAT2A inh = -1%

O=C(COc1ccc2ccccc2c1)N1CCN(c2ccccc2)CC1
- DT40 TDP1 no CPT = -16%
- TDP1 cell CPT = 2%
- KAT2A inh = -4%

COc1cc(OC)cc(C(=O)Nc2nc(CC(=O)NC(C)c3ccccc3)cs2)c1 (centres undefined)
- DT40 TDP1 no CPT = -26%
- TDP1 cell CPT = ?
- KAT2A inh = 0%

O=c1[nH][nH]c2c1[C@H](c1ccc(Cl)cc1)O[C@H](CCc1ccccc1)C2
- DT40 TDP1 no CPT = ?
- TDP1 cell CPT = ?
- KAT2A inh = nt

# (list continues)
compound | DT40 TDP1 no CPT | TDP1 cell CPT | KAT2A inh
Nc1ccc2cc3ccc(N)cc3nc2c1 | 2.7µM* | 5.3µM* | ?
CCn1c(C)nc2cc(C(=O)N3N=C(CCOC)CC3(O)C(F)(F)F)ccc21 (centres undefined) | 7% | 4% | 29%
Cc1ccccc1C(=O)N1CCC[C@H]1C(=O)N1CCC[C@H]1C(=O)NCc1ccccn1 | -13% | 0% | nt
CCOC(=O)CC(=O)CSC1=C(C#N)C(c2ccccc2OC)CC(=O)N1 (centres undefined) | 6% | -7% | -8%
CC(C)Oc1ccc(C(=O)NCc2cccnc2)cc1 | -2% | -20% | 0%
O=C(CN1CCCC1)Nc1ccc([N+](=O)[O-])cc1 | -11% | 0% | -7%
O=C(NC(=S)N1CCCCC1)C12CC3CC(CC(C3)C1)C2 | ? | -5% | -4%
Fc1cccc(Nc2c3c(nc4ccccc24)CCC3)c1 | 26µM* | ? | 3%
CCN(C(=O)COC(=O)c1cccnc1Nc1cccc(C(F)(F)F)c1)C1CCS(=O)(=O)C1 (centres undefined) | -4% | 2% | -11%
FC(F)(F)c1cnc(Oc2cccc3ccccc23)c(Cl)c1 | ? | -10% | 0%
CCOc1ccc(OCC)c(NC(=O)Cn2ncc3c4ccccc4n(Cc4ccccc4)c3c2=O)c1 | -22% | -9% | -5%
CCOc1ncccc1C(=O)OCC(=O)Nc1ccc(C)c(S(=O)(=O)N(C)C)c1 | -28% | -21% | -2%
Cn1c(=O)c2nc(SCC(=O)Nc3cc(Cl)ccc3Cl)n(C)c2n(C)c1=O | ? | ? | -3%
N#Cc1ccc(NC(=O)COCc2cc(-c3ccc4c(c3)OCO4)on2)cc1 | ? | ? | 3%
COC(=O)C1=C(C)N(Cc2ccco2)C(=O)N[C@@H]1c1ccco1 | -16% | -6% | nt
COC(=O)c1c(C)oc2ccc(N(C(=O)c3ccncc3)S(=O)(=O)c3ccc(C)cc3)cc12 | 2.1µM* | 3.7µM* | -16%
CCOC(=O)c1sc(NC(=O)c2cc(-c3ccccc3)nc3ccccc23)c(C#N)c1C | 5.8µM* | 7.3µM* | ?
CCCC(O)c1nc2ccccc2n1CCCOc1ccc(Cl)cc1 (centres undefined) | 3.3µM* | 3.7µM* | -10%
Cc1ccc(Cn2ccc(NC(=O)c3noc4c3CCCCC4)n2)cc1 | ? | ? | -2%
COc1ccc(C(=O)Nc2ccc(N3CCN(C(=O)C(C)C)CC3)cc2)cc1[N+](=O)[O-] | 12µM* | ? | 4%
COc1cc(C2/C(=C(\O)c3ccc4c(c3)CC(C)O4)C(=O)C(=O)N2CCN2CCOCC2)cc(OC)c1OC (centres undefined) | -4% | -16% | -7%
C=CCc1ccccc1OCC(O)CN1CCN(CCN2C(=O)c3cccc4cccc(c34)C2=O)CC1 (centres undefined) | ? | ? | -9%
CC1(C)CC(=O)c2sc(NS(=O)(=O)c3cc(Cl)ccc3Cl)nc2C1 | 6% | 4% | -3%
O=C(OCC(=O)C12CC3CC(CC(C3)C1)C2)c1cccnc1 | -17% | -12% | 3%
CCC(=O)Nc1nc(C)cc(SCC(=O)OC)n1 | -4% | -12% | 1%
COCCOC1CCN(C(=O)C2CCC(=O)N(Cc3cccc(F)c3)C2)CC1 (centres undefined) | 3% | -11% | 13%
CCCCC(=O)Nc1ccc(C(=O)NCc2ccncc2)cc1 | -1% | -4% | -8%
CCc1ccc(CNC(=O)C2COc3ccc(OC)cc3C2)cc1 (centres undefined) | -21% | -19% | -9%
COc1ccccc1CNC(=O)CCc1c(C)nn(-c2ccc(N3CCOCC3)nn2)c1C | -10% | -18% | 0%
COc1ccccc1N1CCN(c2csc3ccc(Cl)cc3c2=O)CC1 | -18% | -10% | -23%
O=C(Nc1ccccc1)c1ccc2snnc2c1 | -18% | -8% | -1%
O=C(NCc1ccccc1)N1CCNCC1 | -7% | -7% | -9%
CC(=O)c1c(C)[nH]c(C(=O)COc2ccc3ccc(=O)oc3c2)c1C | ? | ? | 0%
C(=N\n1cnnc1)/c1ccc2ncccc2c1 | -4% | -1% | -1%
CCCOc1ccc(-c2nc(C#N)c(NCCCn3ccnc3)o2)cc1 | 18µM* | ? | 14%
O=C(CCNC(=O)c1ccccc1Cl)NCCc1ccc(Cl)cc1 | 2% | -23% | 3%
C=CCNC(=O)CN1C(=O)C2C3c4ccccc4C(c4ccccc43)C2C1=O (centres undefined) | ? | -21% | -2%
COc1ccc([C@H]2CC(=O)C[C@@H](CCn3nnc4ccccc43)O2)cc1 | -28% | -1% | nt
Cc1ccnc2c1ccc1cccnc12 | 0.58µM* | 1µM* | 0%
O=S(Cc1ccccc1)CC(O)(c1ccccc1)c1ccccc1 (centres undefined) | -25% | -21% | 4%
O=C(CN1CCN(Cc2ccccc2)CC1)Nc1ccccc1 | 8% | -20% | 1%
COc1ccccc1C=NNC(=O)NN=Cc1ccccc1OC | ? | -13% | nt
CCc1ccccc1NC(=O)CN(C)C(=O)c1cccc(S(=O)(=O)N2CCCCCC2)c1 | -6% | -23% | -4%
O=C(Nc1ccc2c(c1)OCO2)c1c(Cl)nc2sccn12 | -5% | -11% | -5%
OCCCNc1nc(-c2ccccc2)nc2c1oc1ccccc12 | ? | -13% | 1%
CCOc1cc(/C=N\Nc2nc(Nc3ccccc3)nc(N3CCOCC3)n2)ccc1OC(=O)c1ccco1 | 8.2µM* | 18µM* | -8%
CCn1ncc(CN2CCCC(C(=O)c3cccc(OC(C)C)c3)C2)c1C (centres undefined) | ? | ? | -14%
C/C(CC(C)C)=N/Nc1ccc([N+](=O)[O-])cc1[N+](=O)[O-] | ? | ? | -4%
COc1ccc(NC(=O)c2cc(S(=O)(=O)N3CCc4ccccc43)cn2C)cc1OC | 3% | 0% | -4%
CN(Cc1ccccc1)S(=O)(=O)c1ccc(F)c(C(=O)Nc2cc(Cl)cc(Cl)c2)c1 | ? | ? | -6%
CCn1c(C(=O)NCCc2ccc(S(N)(=O)=O)cc2)cc2sc(Cl)cc21 | ? | ? | -1%
Cc1ccc(Cl)cc1NC1=C/C(=N\S(=O)(=O)c2cccs2)c2ccccc2C1=O | 2.9µM* | 5.2µM* | -9%[0.501 µM]
COc1ccccc1N1CCN(C(=O)C2CCN(S(=O)(=O)c3ccc4c(c3)CC(C)N4C(=O)C3CC3)CC2)CC1 (centres undefined) | ? | ? | -4%
COc1ccccc1C(=O)Nc1ccc(C(=O)O)cc1 | -7% | -2% | -7%
CC(C)(C)c1csc(NC(=O)Cc2cccs2)n1 | 4% | -9% | 0%
C=CCn1c(C(c2ccccc2)c2ccccc2)n[nH]c1=S | -9% | -8% | 1%
COc1ccc(CCNC(=O)CCn2c(=O)oc3ccccc32)cc1OC | ? | -8% | -7%
CC(=O)c1ccc(NC(=O)CS(=O)(=O)c2cn(CC(=O)N3CCOCC3)c3ccccc23)cc1 | 2% | 19% | 6%
Cc1ccc([C@H]2C[C@H](n3cc(-c4ccc(F)cc4)nn3)[C@@H](O)CN2C(=O)C2CCCCC2)cc1 | -11% | -26% | nt
Cc1cccc(C)c1NC(=O)CS(=O)CC(=O)NC1CCCc2ccccc21 (centres undefined) | -12% | 8% | 0%
COc1ccccc1C(=O)NC(=O)CSc1nc(C)cs1 | 5% | 8% | 0%
CC1CCC2(CC1)NC(=O)N(CC(=O)NCCc1ccccc1)C2=O (centres undefined) | -17% | 6% | -1%
O=C(Cn1c(=O)oc2ccccc21)Nc1ccc(Cl)cc1Cl | 10% | -21% | 29%
